HT1080 IDH1KD tx: qHTS for induction of synthetic lethality in tumor cells producing 2HG: qHTS for the HT-1080-IDH1KD cell line; Potency, µM (doses to about 46.1 µM), for inactives: top-dose activity, negative = toxicity, usual class: cytotoxic; hit rate 2% among 360,000; HT-1080 IDH1 knockdown viability, ATP luminescence, 48 h;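 also: potency is read from the fitted curve at half-maximal effect; 0% = DMSO wells and -100% = cell-free medium wells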
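After a 2 h attachment period, IDH1KD HT-1080 cells took pin-transferred compound for 48 h at 37 °C; ATP-based luminescence after 10 min room-temperature reagent incubation reported viability.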
IL1B secr inh: qHTS for Inhibitors of Inflammasome Signaling: IL-1-beta AlphaLISA Primary Screen. activity change, % at 57.5 µM. hit rate 4.7% among 360,000. THP-1 LPS/ATP IL-1B secretion, AlphaLISA, 16 h; stronger effect = lower value; in the data active = activity change below about -50%; inconclusive = mostly about -30% to -49%; also: % is scaled to controls: 0 for no effect and ±100 for the full control effect
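THP-1 cells pretreated 1 hr with compounds (up to 57.5 uM final), then stimulated with LPS (250 ng/mL final) plus ATP (1.25 mM final); secreted IL-1B measured by AlphaLISA after 16 hr, decreased signal indicating inhibition.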
KB-3-1 tox: qHTS assay for MDR1-selective chemotherapeutics: Primary screen using the parental adenocarcinoma cell KB-3-1. hit rate 1.4% among 400,000. Potency, µM (highest dose often 46.1 µM), inactives show at the top dose activity change, negative = cytotoxic, hits mostly cytotoxic. KB-3-1 viability, CellTiter-Glo ATP luminescence, 72 h; also: potency is read from the fitted curve at half-maximal effect; % is scaled to controls: 0 for no effect and ±100 for the full control effect; nearly all actives have a fitted effect of over 60% in size
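Screening of KB-3-1 cells (DMEM, 10% FBS, phenol-red free) ran from lowest to highest compound concentration; after 72 h at 37 °C viability was read luminescently and curves fitted.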
SW480 rerep: A quantitative high throughput screen for small molecules that induce DNA re-replication in SW480 colon adenocarcinoma cells; SW480 DNA re-replication, Hoechst DNA content imaging, 48 h; AID 624297, 2012; hit rate 1.8% among 340,000; Potency, µM (series often up to 46.1 µM), without a hit: at the highest dose re-replication activation, hits mostly activators; also: potency is read from the fitted curve at half-maximal effect; % of control where 0% means no effect; nearly all actives have a fitted effect of over 55% in size
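Cells (250 per well) received 23 nL compound or DMSO by pin tool and were kept 48 hr at 37 C, 5% CO2. Nuclei were then stained with Hoechst for 40 min and scanned for DNA content.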
MCF10A rerep: A quantitative high throughput screen for small molecules that induce DNA re-replication in MCF 10a normal breast cells. MCF 10A DNA re-replication, Hoechst nuclear intensity, 48 h. Potency, µM (titrated, usually from 46.1 µM), for the others: at the top dose activity, positive = re-replication, usual class: activators. hit rate 2.9% among 350,000. AID 624296, 2012; also: potency is read from the fitted curve at half-maximal effect; % of control where 0% means no effect; nearly all actives have a fitted effect of over 50% in size
DRD3 agonist: qHTS of D3 Dopamine Receptor Agonist: qHTS. D(3) dopamine receptor (Homo sapiens), P35462. D3R DiscoveRx beta-arrestin cells, luminescence, 90 min. max activation, %. hit rate 0.58% among 410,000; in the data active = max activation above about 30%; also: 0% is about no effect; mostly tested at two doses, the higher about 12 µM
Target sequence (P35462 whole entry, looked up): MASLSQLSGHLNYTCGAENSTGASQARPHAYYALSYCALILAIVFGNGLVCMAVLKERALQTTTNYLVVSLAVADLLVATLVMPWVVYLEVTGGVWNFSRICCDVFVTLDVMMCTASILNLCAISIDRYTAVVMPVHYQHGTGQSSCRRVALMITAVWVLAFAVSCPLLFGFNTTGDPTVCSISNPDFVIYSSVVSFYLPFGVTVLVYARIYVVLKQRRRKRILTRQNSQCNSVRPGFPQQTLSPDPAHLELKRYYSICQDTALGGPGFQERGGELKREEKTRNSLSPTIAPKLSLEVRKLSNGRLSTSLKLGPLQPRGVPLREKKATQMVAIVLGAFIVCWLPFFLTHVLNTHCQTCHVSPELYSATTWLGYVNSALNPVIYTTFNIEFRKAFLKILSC
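Cells at 1500/well, incubated overnight, then treated with pinned compounds (dopamine as control) for 90 min at 37 degrees C. DiscoveRx reagent added for 30 - 60 minutes at room temperature; luminescence read.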
KB-V1 MDR tox: qHTS assay for MDR1-selective chemotherapeutics: Primary screen using the drug-selected MDR subline cells KB-V1; hit rate 3.4% among 400,000; Potency, µM (doses to about 46.1 µM), without a hit: top-dose activity change, negative = cytotoxicity, most hits filed as cytotoxic; KB-V1 MDR cells viability, CellTiter-Glo, 72 h; also: potency is read from the fitted curve at half-maximal effect; % is scaled to controls: 0 for no effect and ±100 for the full control effect; nearly all actives have a fitted effect of over 60% in size
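In this primary screen, KB-V1 cells overexpressing P-gp are incubated with library compounds (lowest to highest concentration) for 72 h at 37 degrees C before a luminescent ATP viability read.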
HEK293 tox: qHTS of GLP-1 Receptor Inverse Agonists: Cytotox Screen; HEK293 cAMP-luciferase reporter cells, luminescence, 24 h; Potency, µM (doses to about 38.3 µM), for the others: at the top dose activity change, negative = inhibition, hits mostly inhibitors; hit rate 0.13% among 410,000; AID 624418, 2012;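 also: loss of luciferase light is scored as toxicity; potency is read from the fitted curve at half-maximal effect; % is scaled to controls: 0 for no effect and ±100 for the full control effect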
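To flag toxic compounds, the library was rerun on cells for 24 hr at 37 deg C and 5% CO2. Viability-linked luminescence was captured 12 min after adding luciferase detection reagent.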
HT1080-NT tox: qHTS for induction of synthetic lethality in tumor cells producing 2HG: qHTS for the HT-1080-NT fibrosarcoma cell line; HT-1080-NT fibrosarcoma viability, CellTiter-Glo ATP luminescence, 48 h; Potency, µM (titrated, usually from 46.1 µM), for inactives: at the highest dose activity, negative = less viability, usual class: cytotoxic; hit rate 1.6% among 360,000;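 also: NT is the 2HG producing partner of a matched IDH1 knockdown line; potency is read from the fitted curve at half-maximal effect; 0% = DMSO-treated cells and -100% = media-only wells without cells; nearly all actives have a fitted effect of over 55% in size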
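Compounds were tested in concentration-response format on HT-1080-NT cells for 48 hours at 37 degrees C. Cell viability came from CellTiter-Glo luminescence; curves were classified by r2, response magnitude and activity.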
* = called active by the depositor; ? = inconclusive; . = no result given; [ ] = another dose, or the depositor's remark. Unless noted, calls follow the shape of the dose curve; as a rule, active = well fitted curve in the direction sought with a large enough effect; inconclusive = small, poorly fitted or top-dose-only effect, or another doubt; inactive = no such curve, though single readings can be large; an effect the other way counts as inactive or inconclusive.

1) O=C(CSc1ccc([N+](=O)[O-])cc1)NNC(=O)c1ccccc1F
2) COc1ccccc1NS(=O)(=O)c1cccc(C(=O)OCC(=O)NC2CC2)c1
3) CCN1CCN(CC(=O)Nc2cc(C)c(C)cc2[N+](=O)[O-])CC1
4) CCCCn1nc(C(=O)Nc2c(C)n(C)n(-c3ccccc3)c2=O)c2ccccc2c1=O
5) CN(c1ccccc1)S(=O)(=O)c1cccc(NC(=O)c2cncc(Br)c2)c1

Assay by compound | 1 | 2 | 3 | 4 | 5
IL1B secr inh | -5.1 | 9.4 | 16.1 | 9.7 | -22.7
MCF10A rerep | -4.7% | 1.0% | 17.1% | -4.0% | 10.7%
DRD3 agonist | -2.6 | -4.9 | 2.9 | 0.1 | -6.5
HT1080-NT tox | 17.7% | -0.2% | 1.5% | 9.6%[9.24 µM] | -18.5%
HT1080 IDH1KD tx | 0.0% | 1.8% | 9.8% | 1.1% | ?
KB-V1 MDR tox | -1.0% | -20.2% | -2.1% | ? | ?
HEK293 tox | -3.2% | -0.1% | -5.5% | -6.2% | -12.1%
KB-3-1 tox | 11.2% | -4.4% | 18.2% | -0.9% | -2.8%
SW480 rerep | -2.4% | ? | 1.5% | -9.2% | -3.2%

6) O=C(NCCc1ccc(F)cc1)Nc1ccc([N+](=O)[O-])cc1
7) O=C(NCCc1ccccc1)C(c1ccccc1)N(C(=O)c1csnn1)C1CC1 (stereo not drawn)
8) O=P(COCCOCCOCP(=O)(c1ccccc1)c1ccccc1)(c1ccccc1)c1ccccc1
9) CC1(C)Cc2c(sc3nc(-c4cc5ccccc5o4)n(N)c(=O)c23)CO1
10) COc1ccc(/C=C/C(=O)OC(C)C(=O)c2ccccc2)cc1OC (stereo not drawn)

Assay by compound | 6 | 7 | 8 | 9 | 10
IL1B secr inh | -99.8* | 0.0 | -2.5 | -3.6 | -9.2
MCF10A rerep | ? | 11.4% | ? | -4.8% | 3.8%
DRD3 agonist | -11.5 | 4.9 | 0.4 | -15.4 | 1.3
HT1080-NT tox | ? | 0.6% | 10.2% | 10.9% | 9.7%
HT1080 IDH1KD tx | ? | 14.5% | 12.2% | 0.1% | 6.5%
KB-V1 MDR tox | -9.0% | -27.9% | 0.0% | ? | 0.0%
HEK293 tox | -21.4% | 6.6% | 1.6% | -0.8% | -10.3%
KB-3-1 tox | ? | 9.1% | 7.4% | -11.1% | 7.0%
SW480 rerep | 14.6% | -5.0% | 1.0% | 4.2% | 2.3%

Part of the list above, set out differently:
| # | Structure | IL1B secr inh | MCF10A rerep | DRD3 agonist | HT1080-NT tox | HT1080 IDH1KD tx | KB-V1 MDR tox | HEK293 tox | KB-3-1 tox | SW480 rerep |
| --- | --- | --- | --- | --- | --- | --- | --- | --- | --- | --- |
| 8 | O=P(COCCOCCOCP(=O)(c1ccccc1)c1ccccc1)(c1ccccc1)c1ccccc1 | -2.5 | ? | 0.4 | 10.2% | 12.2% | 0.0% | 1.6% | 7.4% | 1.0% |
| 7 | O=C(NCCc1ccccc1)C(c1ccccc1)N(C(=O)c1csnn1)C1CC1 (stereo not drawn) | 0.0 | 11.4% | 4.9 | 0.6% | 14.5% | -27.9% | 6.6% | 9.1% | -5.0% |

Next entries.
11) Cc1cc(C)n2cc(COc3ccc4ccccc4c3)nc2n1
12) O=C(Nc1ccc(NC(=O)C2CCCCC2)nc1)c1cccc(F)c1
13) O=C(NCCCn1ccnc1)C(=O)NCC1OCCN1S(=O)(=O)c1cc(F)ccc1F (stereo not drawn)
14) COc1ccc(/C=C/C(=O)c2c(O)cc(C)oc2=O)c(OC)c1
15) C(=N\Nc1nc2ccccc2[nH]1)/c1cccc2nccnc12

Assay by compound | 11 | 12 | 13 | 14 | 15
IL1B secr inh | -19.7 | 5.9 | 3.8 | -17.8 | .
MCF10A rerep | 9.2% | -3.2% | -4.6% | ? | ?
DRD3 agonist | 0.0 | 3.6 | -4.5 | -13.5 | 11.4
HT1080-NT tox | -16.7% | -8.2% | -14.6% | -27.3% | ?
HT1080 IDH1KD tx | -19.6% | -10.4% | -2.0% | ? | ?
KB-V1 MDR tox | -1.8% | ? | -6.2% | ? | ?
HEK293 tox | 1.8% | -15.0% | -3.2% | 27.7% | ?
KB-3-1 tox | -5.4% | -13.2% | 2.3% | ? | ?
SW480 rerep | -7.0% | 0.2% | -2.3% | ? | 22.2%

16) COC(=O)[C@@]12C[C@@H](CC(=O)NCc3ccc(OC)c(OC)c3)C(=O)N(Cc3ccccc3)C1=CCC(C)(C)C2
17) Cc1cc(C(=O)Nc2cc(C(C)(C)C)on2)c(C)o1
18) C=CCC(Nc1ccccc1)C12C=CC(O1)C(C(=O)OC)=C2C(=O)OC (stereo not drawn)
19) COc1ccc(CCNC(=O)C(=O)NCC2OCCN2S(=O)(=O)c2ccc3c(c2)OCCO3)cc1OC (stereo not drawn)
20) COc1ccc2oc(C)c(C(=O)NN)c2c1
21) CC(C)C[C@H]1CN(CCCC[C@H]2CNC(=O)C(=O)N2CCc2ccccc2)C(=O)C(=O)N1CC1CCCCC1

Assay by compound | 16 | 17 | 18 | 19 | 20 | 21
IL1B secr inh | -17.6 | -29.7 | -112.8* | 2.5 | 2.5 | -1.6
MCF10A rerep | . | -2.6% | 12.6µM* | 10.3% | 4.5% | .
DRD3 agonist | -7.8 | -14.6 | -7.0 | 7.8 | 2.4 | 5.1
HT1080-NT tox | -9.9% | -7.0% | ? | 0.7% | 7.9% | -6.5%
HT1080 IDH1KD tx | -9.9% | -2.0% | ? | 0.7% | -2.6% | 10.2%
KB-V1 MDR tox | -23.5% | -25.4% | ? | . | 0.8% | -0.2%
HEK293 tox | -11.5% | -12.2% | ? | 2.7% | 5.9% | 3.9%
KB-3-1 tox | 7.1% | ? | 18.4µM* | . | -0.9% | 14.8%
SW480 rerep | . | ? | ? | 3.8% | 3.4% | .

Seven of the compounds above, as a markdown table.
| # | structure | IL1B secr inh | MCF10A rerep | DRD3 agonist | HT1080-NT tox | HT1080 IDH1KD tx | KB-V1 MDR tox | HEK293 tox | KB-3-1 tox | SW480 rerep |
| --- | --- | --- | --- | --- | --- | --- | --- | --- | --- | --- |
| 12 | O=C(Nc1ccc(NC(=O)C2CCCCC2)nc1)c1cccc(F)c1 | 5.9 | -3.2% | 3.6 | -8.2% | -10.4% | ? | -15.0% | -13.2% | 0.2% |
| 13 | O=C(NCCCn1ccnc1)C(=O)NCC1OCCN1S(=O)(=O)c1cc(F)ccc1F (stereo not drawn) | 3.8 | -4.6% | -4.5 | -14.6% | -2.0% | -6.2% | -3.2% | 2.3% | -2.3% |
| 14 | COc1ccc(/C=C/C(=O)c2c(O)cc(C)oc2=O)c(OC)c1 | -17.8 | ? | -13.5 | -27.3% | ? | ? | 27.7% | ? | ? |
| 15 | C(=N\Nc1nc2ccccc2[nH]1)/c1cccc2nccnc12 | . | ? | 11.4 | ? | ? | ? | ? | ? | 22.2% |
| 16 | COC(=O)[C@@]12C[C@@H](CC(=O)NCc3ccc(OC)c(OC)c3)C(=O)N(Cc3ccccc3)C1=CCC(C)(C)C2 | -17.6 | . | -7.8 | -9.9% | -9.9% | -23.5% | -11.5% | 7.1% | . |
| 17 | Cc1cc(C(=O)Nc2cc(C(C)(C)C)on2)c(C)o1 | -29.7 | -2.6% | -14.6 | -7.0% | -2.0% | -25.4% | -12.2% | ? | ? |
| 18 | C=CCC(Nc1ccccc1)C12C=CC(O1)C(C(=O)OC)=C2C(=O)OC (stereo not drawn) | -112.8* | 12.6µM* | -7.0 | ? | ? | ? | ? | 18.4µM* | ? |

Screening results from PubChem.

Compounds were not picked by outcome; any-hit rate near 11%.
